RGS7-Gao reg – regulators of human RGS7-Galphao interaction. 220,000 tested, 0.35% active. Multiplexed bead flow cytometry, RGS7-Galphao binding; actives lie on both sides. binding response (% of control), % at 10 µM. P09471. AID 1439; in the data active means binding response below about 49% or above about 150%; inconclusive means no clear call, values can overlap the other calls; inactive means in between;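 further: fluorescent Galphao held in activated GDP-AlF4 state binding bead-coupled RGS7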
Target sequence (P09471 whole entry, looked up): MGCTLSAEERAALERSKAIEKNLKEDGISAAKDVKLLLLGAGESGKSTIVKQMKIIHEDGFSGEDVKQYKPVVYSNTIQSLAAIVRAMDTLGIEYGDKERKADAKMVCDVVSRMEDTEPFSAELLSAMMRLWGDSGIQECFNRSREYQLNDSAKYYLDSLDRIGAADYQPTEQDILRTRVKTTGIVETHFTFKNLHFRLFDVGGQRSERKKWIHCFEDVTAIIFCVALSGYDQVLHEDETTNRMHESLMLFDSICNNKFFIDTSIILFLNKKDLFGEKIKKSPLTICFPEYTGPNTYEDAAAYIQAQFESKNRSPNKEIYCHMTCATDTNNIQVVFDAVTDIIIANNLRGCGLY
RGS8-Gao reg – modulates binding of RGS8 to human Galphao; P09471; 220,000 tested, 0.34% active; AID 1423; response (percent of control binding), % at 10 µM; multiplexed bead flow cytometry; actives lie on both sides; in the data active means response below about 60% or above about 140%; inactive means in between;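 further: Galphao activated as the GDP aluminium fluoride complex binding bead-coupled RGS8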
RGS4-Gao reg – human RGS4-Galphao interaction regulation; P09471; Multiplexed bead flow cytometry, RGS4-Galphao binding; actives lie on both sides; binding response (% of control), % at 10 µM; 220,000 tested, 0.33% active; in the data active means binding response below about 49% or above about 150%; inactive means in between;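 further: fluorescent Galphao activated with aluminum fluoride binding bead-coupled RGS4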
An asterisk follows results filed as active; ? = inconclusive. An excerpt (hit frequency here may not be typical).

SMILES	RGS7-Gao reg	RGS8-Gao reg	RGS4-Gao reg
NS(=O)(=O)c1ccc(NNC(=O)c2ccc(F)cc2F)cc1	?	97.9	96.5
CC1CCCCC1NC(=O)CSc1ccc([N+](=O)[O-])cc1 (stereo unspecified)	?	102.0	100.2
Cc1nc2ccccc2c(=O)n1/N=C/c1ccc([N+](=O)[O-])o1	?	105.4	110.6
O=C1/C(=C/c2ccc(O)cc2)SC(=S)N1CC1CCCO1 (stereo unspecified)	?	101.7	108.8
Nc1ccc2c(c1)nnn2-c1ccccc1	?	101.0	99.5
O=C(O)/C=C/c1cn(-c2ccccc2)nc1-c1cccc([N+](=O)[O-])c1	?	98.3	96.5
COc1ccc(C2(CNS(=O)(=O)c3ccc(C)cc3)CCOCC2)cc1	?	98.1	100.6
COc1ccc2[nH]c(C(=O)NCc3ccccc3)cc2c1	?	99.9	96.0
N#CCC(=O)N1CC2(CC(c3cccc(NC(=O)COc4ccc(Cl)cc4)c3)=NO2)C[C@@H]1C(N)=O (stereo partly specified)	?	99.2	98.9
N/C(=C\C(=O)c1cc(Cl)ccc1O)C(Cl)(Cl)Cl	?	98.2	100.4
Cc1ccc(CNC(=O)c2ccccc2-n2cnnn2)cc1	?	95.8	96.5
COc1ccc(C(CC(=O)N2CCN(c3ccccc3)CC2)c2c(OC)cc(OC)c3c(-c4ccccc4)cc(=O)oc23)cc1 (stereo unspecified)	?	104.8	101.9
CCCn1c(SCC(=O)c2[nH]c(C)c(C(C)=O)c2C)n[nH]c1=O	?	96.7	97.2
O=c1cc(N2CCN(c3ccccc3Cl)CC2)[nH]c(=O)n1Cc1ccc(F)cc1	?	101.4	106.2
O=C1/C(=C/c2ccc(O)c(O)c2)Oc2cc(O)ccc21	?	72.1	67.5
O=C(Sc1ccc(Cl)cc1)c1cccc(Cn2cc(C(F)(F)F)ccc2=O)c1	?	99.7	101.7
COc1c(O)ccc2c1CN1CCc3cc4c(cc3C1C2)OCO4 (stereo unspecified)	?	99.8	98.8
NC(=O)C1CCN(C2=C(NS(=O)(=O)c3ccccc3)C(=O)c3ccccc3C2=O)CC1	?	19.4*	26.4*
CC(=O)NCCc1nc2ccccc2n1CCOc1ccc(C)cc1	?	103.4	101.7
Cc1ccc(S(=O)(=O)N2CCOCC2)cc1NC(=O)CNCc1cccnc1	?	99.3	97.0
CC(=O)Oc1ccc(OC(C)=O)c2c1CC(C)=C(C)C2	?	105.2	109.2
CCCc1c(C(=O)Nc2ccc(N3CCOCC3)cc2)cnn1-c1ccccc1	?	102.6	97.5
COc1ccc(CCn2c(NN=C3CCCC3)nc3c2c(=O)[nH]c(=O)n3C)cc1	?	102.2	104.9
CCOC(=O)Cc1[nH]nc2c1C(Cc1ccccc1)C(C#N)=C(N)O2 (stereo unspecified)	?	99.8	97.6
CN(C)c1ccc(/C=N/n2c(-c3ccccc3Br)n[nH]c2=S)cc1	?	95.6	96.5
COc1ccc(CC(=O)NNC2=Nc3cccc4cccc2c34)cc1OC	?	103.2	104.9
NS(=O)(=O)c1ccc(C(=O)Nc2ccc(-c3nc4cccnc4s3)cc2)cc1	?	104.1	100.6
N#Cc1ccc(C(=O)CSc2n[nH]c(=O)n2-c2cccnc2)cc1	?	101.0	105.1
Cc1ccc(S(=O)(=O)N(C)C)cc1NC(=O)c1n[nH]c(=O)c2ccccc12	?	107.1	108.9
Cc1cc2cc(C(=O)N3CCc4c([nH]c5ccccc45)C3c3ccccn3)ccc2o1 (stereo unspecified)	?	100.6	104.0
O=C1CSC(c2ccc(Cl)cc2)N1c1cccnc1 (stereo unspecified)	?	97.3	95.6
C=CCN1C(=O)/C(=c2\sc3nc(=O)c(Cc4ccccc4)nn3c2=O)c2ccccc21	?	98.4	92.5
FC(F)(F)c1ccc(C2[C@H]3CN(Cc4cccnc4)[C@H](c4ccccc4)C34CC2(c2cccnc2)C4)cc1 (stereo partly specified)	?	106.6	116.2
COCc1cc(OC)nc(-c2csc(C)n2)n1	?	100.8	101.8
O=C(NCc1ccccc1C(F)(F)F)C1CC(c2ccc(C(F)(F)F)cc2)=NO1 (stereo unspecified)	?	99.0	96.2
CCCCN(Cc1cc2cccc(C)c2[nH]c1=O)S(C)(=O)=O	?	100.5	87.6

3 compounds out of the list, arranged by molar mass, low to high:
SMILES	RGS7-Gao reg	RGS8-Gao reg	RGS4-Gao reg
CN(C)c1ccc(/C=N/n2c(-c3ccccc3Br)n[nH]c2=S)cc1	?	95.6	96.5
Cc1cc2cc(C(=O)N3CCc4c([nH]c5ccccc45)C3c3ccccn3)ccc2o1 (stereo unspecified)	?	100.6	104.0
NS(=O)(=O)c1ccc(C(=O)Nc2ccc(-c3nc4cccnc4s3)cc2)cc1	?	104.1	100.6

(listing goes on)
SMILES	RGS7-Gao reg	RGS8-Gao reg	RGS4-Gao reg
Cc1cc2cc(CNC(=O)c3ccc(Br)o3)ccc2[nH]1	?	97.0	96.1
CC(=O)Nc1cccc(OCC(=O)Nc2sccc2C(N)=O)c1	?	103.7	109.2
N#C/C(=C\Nc1ccc(F)c(Cl)c1)C(=O)C1CC1	?	101.4	104.7
Cn1c(=O)c2c(ncn2CC(=O)Nc2nc(-c3ccc(F)c(F)c3)cs2)n(C)c1=O	?	100.9	102.9
COc1cc(/C=N/Nc2nc(N3CCCC3)nc(N3CCCC3)n2)ccc1OCc1ccccc1F	?	99.3	102.1
C[N+]1([O-])[C@@H]2Cc3cc4c(cc3[C@@H]1Cc1cc3c(cc12)OCO3)OCO4 (stereo partly specified)	?	98.1	102.6
NC(N)=NC(N)=Nc1ccc(O)cc1	?	102.7	93.0
Nc1nc(NCc2ccc(Cl)cc2)nc(NCCO)c1[N+](=O)[O-]	?	98.6	95.2
Cc1ccccc1C(=O)NNc1ccc(-c2csnn2)cc1	?	100.0	101.6
Cc1cccc(NC(=S)NNC(=O)c2cccc([N+](=O)[O-])c2)c1	?	98.0	100.6
Cc1ccc(CCSc2ccc(F)cc2)cn1	?	101.4	100.8
O=C(O)c1cnc2[nH]c3ccccc3n2c1=O	?	101.0	100.9
C=CCNC(=S)/N=c1/ccccn1CCC	?	101.6	101.8
CCOC(=O)c1c(C)c(C(=O)OCC)n(C)c1C	?	99.9	98.0
Cc1nc(C(=O)NNC(=O)c2ccc(Cl)cc2)cs1	?	102.9	102.3
N#Cc1nc(/C=C/c2ccccc2)oc1NCCCN1CCOCC1	?	106.4	109.0
CSc1nc(N)n2nc(-c3ccc(Cl)cc3)cc2n1	?	99.7	96.6
Cc1c(-n2c(SCC(=O)O)nnc2-c2ccccc2Br)c(=O)n(-c2ccccc2)n1C	?	95.5	102.1
CC(=O)Nc1ccc(S(=O)(=O)N2C(=O)c3cccc4cccc2c34)cc1	?	101.0	101.1
CCN(CC)CCn1c(N)c(S(=O)(=O)c2ccccc2)c2nc3ccccc3nc21	?	101.3	103.4
Nc1nonc1N/N=C\c1ccccc1	?	98.7	92.1
CC(=O)COc1nc2c(c(-c3ccco3)c1C#N)CCc1ccccc1-2	?	101.8	105.7
O=C(CSc1nnc(-c2ccncc2)n1Cc1ccccc1)NC1CCCCC1	?	100.1	100.2
Cc1cc(C(=O)NN)c(Cl)cc1Cl	?	26.8*	20.9*
COc1ccc(CN(C(=O)/C=C/c2ccco2)C2CCS(=O)(=O)C2)cc1 (stereo unspecified)	?	86.8	78.4
O=C(O)c1cn(C2CCCCC2)c2ccccc2c1=O	?	99.4	98.4
COc1ccc(NS(=O)(=O)c2ccc(Cl)c(NC(=O)c3cccnc3Cl)c2)cc1	?	93.9	83.7
Cn1cc(NC(=O)Nc2ccc(C(F)(F)F)cc2)c(C(F)(F)F)n1	?	98.1	96.4
CC(C)NC(=O)C1CCN(c2ccc(S(=O)(=O)N3CCOCC3)cc2Cl)CC1	?	93.6	91.6
COc1ccc(CN(Cc2cccn2C)S(=O)(=O)c2cccc(C(F)(F)F)c2)cc1	?	96.9	95.6
CCOC(=O)c1c(NC(=O)NC(C)(C)C)sc2c1CCN(C)C2	?	103.0	101.4
COC(=O)c1cc(O)cc(OC)c1Oc1cc(C)cc(O)c1C(=O)O	?	92.1	92.9
O=C(Nc1ccc(Cl)c(Cl)c1)Nc1ccccc1O	?	38.7*	13.2*
COc1cccc(-c2c(C#N)c(SC)nc3cc(C)nn23)c1	?	105.6	109.1
O=C(NC1CC1)C1=C[C@@H](c2ccc(Br)cc2)C[C@@H](OCc2ccc(CO)cc2)O1	?	107.3	97.8
CCOc1cccc(C(=O)Nc2ccc3oc(-c4cccnc4)nc3c2)c1	?	101.1	101.7
COCCNC(=O)/C(C#N)=C/c1ccc(O)cc1	?	110.3	105.7
CCCc1cc(=O)c2c(O)ccc(OC)c2o1	?	98.7	96.9
C[C@H](c1ccccc1)n1nnc(COCc2ccccc2)c1C#CCOCc1ccccc1	?	97.5	95.9
Cc1c(-c2ccc(F)cc2)nc(N)c(C#N)c1-c1cccnc1	?	97.3	88.0
COc1ccc(-c2c3c(=O)n(C)c(=O)n(C)c3cn2-c2ccccc2O)cc1	?	101.0	102.4
Nc1cccnc1Oc1ccccc1F	?	106.3	107.5
CCN(CC)C(=O)CC(c1ccc2c(c1)OCO2)c1c(OC)cc(OC)c2c(-c3ccccc3)cc(=O)oc12 (stereo unspecified)	?	103.8	98.3
CCCCSc1nnc(CCNC(=O)OC(C)(C)C)o1	?	98.9	102.0
COC(=O)C1=C(C)NC(C)=C(C(=O)OC)C1c1ccc(C)o1	?	101.3	92.2
OC(C#CCCN1CCCCC1)(c1ccccc1)c1ccccc1	?	99.3	96.7
CCCc1ccc(C(=O)NC(=O)c2ccccc2O)cc1	?	53.4*	32.9*
CSc1nc2nc3c(cc2c(=O)n1-c1ccccc1C)COC(C)(C)C3	?	102.2	105.9
COC(=O)c1cccc(C23CC4(C2)[C@H](CN(C)[C@@H]4c2ccccc2)C3c2ccc(C(F)(F)F)cc2)c1 (stereo partly specified)	?	104.6	106.5
COc1cccc(/C=N/Nc2nc(-c3cccnc3)nc3ccccc23)c1	?	98.1	96.3
CCOC(=O)c1ccccc1-n1nnnc1C	?	101.8	101.0
O=C(Cn1nc(-c2ccccc2)ccc1=O)NCCCN1CCOCC1	?	100.3	97.5
CC(C)(C)c1ccc(-c2noc(-c3ccno3)n2)cc1	?	98.6	97.9
CNc1nc(N)c([N+](=O)[O-])c(NCC2CCCO2)n1 (stereo unspecified)	?	94.3	85.7
CCOc1ccc(C2C3=C(CCCC3=O)Nc3ccc4ncccc4c32)cc1 (stereo unspecified)	?	98.0	94.3
C=CCOc1c(/C=N\NC(N)=O)cccc1OC	?	98.5	100.3
CC(=O)n1cc([C@@H]2C=C(C(=O)NCc3ccccc3)O[C@H](OCc3ccc(CO)cc3)C2)c2ccccc21	?	100.0	104.6
CCC[N+](CC#CCO)(CC#Cc1ccccc1)CCC	?	99.4	100.7
CC(=O)Nc1cc(O)cc(O)c1	?	99.5	98.7
COc1ccc(C(=O)O)cc1S(=O)(=O)N(C)CCc1ccccn1	?	102.1	104.8

4 of the entries above in order of the RGS4-Gao reg value, high to low.
SMILES	RGS7-Gao reg	RGS8-Gao reg	RGS4-Gao reg
COC(=O)c1cccc(C23CC4(C2)[C@H](CN(C)[C@@H]4c2ccccc2)C3c2ccc(C(F)(F)F)cc2)c1 (stereo partly specified)	?	104.6	106.5
COc1ccc(C(=O)O)cc1S(=O)(=O)N(C)CCc1ccccn1	?	102.1	104.8
C=CCOc1c(/C=N\NC(N)=O)cccc1OC	?	98.5	100.3
CC(=O)Nc1cc(O)cc(O)c1	?	99.5	98.7

Next compounds follow:
SMILES	RGS7-Gao reg	RGS8-Gao reg	RGS4-Gao reg
Cc1cccn2cc(CCNS(=O)(=O)c3cccs3)nc12	?	99.9	97.6
CSc1ccc(NC(=O)NCc2ccccc2)cc1	?	104.1	106.7
Cc1cc(-n2cnc3c(=O)[nH]cnc32)ccc1N	?	110.1	102.2
O=C(NNS(=O)(=O)c1ccc(C(F)(F)F)cc1)c1cnn(-c2ccccc2)c1C(F)(F)F	?	104.0	104.2
CCCCN1C(=O)N(c2nnc(C(C)(C)C)s2)C(O)C1c1ccc(C)cc1 (stereo unspecified)	?	100.8	98.8
CCN1CCN(Cc2ccc(NC(=O)c3cc(NC(=O)c4cc5cccc(OC)c5o4)cc(OC)c3)cc2C(F)(F)F)CC1	?	100.0	105.2
Cc1ccnc(NC(=O)CSc2ccccn2)c1	?	96.2	93.1
CCc1nnc2n1N=C(c1cccc([N+](=O)[O-])c1)CS2	?	100.9	105.8
Cc1ccc2c(c1)sc(=NC(=O)C1CC1)n2C	?	101.6	101.9
Cn1nc(-c2ccccc2)cc1NC(=O)Nc1ccc(F)cc1	?	103.4	100.5
C/C(=N\N1CCN(Cc2ccc(Cl)cc2)CC1)c1ccc(F)cc1	?	98.2	98.0
Cc1onc(-c2cccc(Cl)c2Cl)c1C(=O)O/N=C(\N)c1ccc([N+](=O)[O-])o1	?	100.8	98.0
C=CCn1c(Sc2ncc([N+](=O)[O-])s2)n[nH]c1=O	?	84.3	94.9
CCCNC(=O)Nc1cccc(NC(C)=O)c1	?	99.8	109.7
COc1ccc(OC)c(C2CC(c3ccccc3)=NN2C(=S)Nc2ccccc2)c1 (stereo unspecified)	?	100.4	104.3
OCCCNC(=S)Nc1ccc(Br)cc1Cl	?	101.9	105.1
COc1cc(/C=N/NC(=O)c2sc3nc(C)cc(C)c3c2N)ccc1O	?	99.0	104.0
CN(C)S(=O)(=O)c1ccc(Cl)c(NC(=O)CN2CCN(Cc3ccc4c(c3)OCO4)CC2)c1	?	102.2	97.0
COc1ccc(-c2ncncc2-c2ccc(Cl)cc2)c(O)c1	?	96.8	96.2
CC(C)(C)NC(=O)CSc1nc2ccccc2c(=O)[nH]1	?	103.0	100.9
Cc1ccc2c(CC(=O)NCCc3ccc(S(N)(=O)=O)cc3)coc2c1	?	103.8	105.4
CN1CCN(c2c(F)cc3c(=O)c(C(=O)O)cn4c3c2OCN4C)CC1	?	101.1	101.1

Source: PubChem BioAssay
